Assay outcomes from PubChem.
hgDAF-12 ag – H. glycines DAF-12 receptor agonists, primary screen, cell-based, luminescence, HEK293, GAL4 fusion, UAS-luciferase; Nuclear hormone receptor DAF-12 (Heterodera glycines), GAL4 fusion; HEK293 GAL4-hgDAF12 UAS-luciferase reporter, agonist luminescence; normalized to butyrate control; activation, % at 6.8 µM; hit rate 1.8% among 370,000; AID 687014, 2013;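 active = activation above a cutoff set at the mean of all screened compounds plus 3 SD, cut at about 10% in these data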;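 also: 0% = DMSO wells and 100% = sodium butyrate wells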
DAX1 inh-1 – DAX1 (NR0B1) inhibitors, primary screen, cell-based, HEK293, Gal4-DAX1, luciferase luminescence; Nuclear receptor subfamily 0 group B member 1 (Homo sapiens), P51843; HEK293 Gal4-DAX1 luciferase reporter; inhibition, % at 6.75 µM; hit rate 0.99% among 340,000; AID 504766, 2011;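 active = inhibition above the mean over all tested compounds plus 3 SD, cut at about 4.2% in these data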;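 also: 0% = DAX1-transfected cells with DMSO and 100% = empty-vector control cells with DMSO; inhibition shows as a rise in luminescence from relieved DAX1 repression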
Target sequence (P51843 207-470 limits assumed): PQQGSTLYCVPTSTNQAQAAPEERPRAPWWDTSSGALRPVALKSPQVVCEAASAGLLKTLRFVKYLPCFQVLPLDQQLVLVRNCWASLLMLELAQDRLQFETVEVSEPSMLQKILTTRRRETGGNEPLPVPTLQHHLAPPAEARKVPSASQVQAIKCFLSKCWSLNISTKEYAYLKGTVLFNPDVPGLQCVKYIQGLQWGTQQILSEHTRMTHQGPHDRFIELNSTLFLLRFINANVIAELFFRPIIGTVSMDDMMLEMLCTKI
ssDAF-12 act – S. stercoralis DAF-12 nuclear receptor activators, primary screen, cell-based, luminescence, HEK293, GRIP1 co-expression, lit1-tk-luc. AID 652126, 2013. HEK293 ssDAF-12/GRIP1 lit1-tk-luc reporter; % of 3 µM dafachronic acid response. Nuclear hormone receptor DAF-12 (Strongyloides stercoralis). hit rate 1% among 370,000. activation, % at 6.8 µM;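 active = activation above the mean over all tested compounds plus 3 SD, cut at about 0.9% in these data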;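 also: 0% = DMSO-only wells and 100% = 3 µM delta7-dafachronic acid wells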
ADAM10 inh – human ADAM10 inhibitors, primary screen, biochemical, QFRET, HTS; inhibition, % at 7 µM; recombinant ADAM10, EDANS/DABCYL FRET peptide cleavage, 3 h; hit rate 0.62% among 370,000;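 active = inhibition above a per-campaign cutoff equal to the mean of compounds falling between control-based bounds plus 3 SD, cut at about 20% in these data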;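 also: 0% = DMSO wells while the 100% control is not disclosed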
FXN GAA850 act – FXN promoter activators, primary screen, cell-based, luciferase luminescence, HEK293 lucGAA850; HEK293 lucGAA850 FXN promoter luciferase reporter, 24 h; percent of 10 µM SAHA response; activation, % at 6 µM; hit rate 0.56% among 360,000; AID 540364, 2011;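 active = activation above the average of all compounds screened plus 3 SD, cutoff fixed separately per campaign, cut at about 7.5% in these data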;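 also: 0% = DMSO wells and 100% = 10 µM SAHA wells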
DAX1 inh-2 – DAX1 (NR0B1) inhibitors on StAR promoter, primary screen, cell-based, luminescence, SF-1 (NR5A1), full-length DAX-1; HEK293T StAR-luciferase reporter, SF-1/DAX-1 repression relief; inhibition, % at 6.8 µM; hit rate 1.1% among 370,000; AID 652010, 2013;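 active = inhibition above the mean over all tested compounds plus 3 SD, cut at about 3.6% in these data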;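 also: 0% = DAX-1 cells with DMSO and 100% = cells lacking DAX-1 with DMSO; higher inhibition means more luminescence from relief of DAX-1 repression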
PG9 binder – binders of HIV-1 gp120 antibody PG9, primary screen, biochemical, TR-FRET; TR-FRET gp120-PG9 antibody binding; inhibition, % at 6.7 µM; hit rate 0.43% among 360,000; in the data active = inhibition above about 8.5%
SMARCA2 act – SMARCA2 (BRM) function activators, primary screen, cell-based, luminescence, high throughput; AID 652017, 2013; activation, % at 9.1 µM; MG213 cells, MMTV-luciferase reporter, dexamethasone, overnight; hit rate 1% among 370,000; in the data active = activation above about 7.8%;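 also: 0% = vehicle wells and 100% = reference activator wells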
NPR1 activator – GC-A stimulated cGMP production enhancers – HEK293 GC-A cells, cGMP TR-FRET, EC30 ANP, primary screen; 0% at EC30 ANP, 100% saturating ANP; activation, % at 10 µM; hit rate 0.14% among 370,000; AID 1671463, 2021; in the data active = activation above about 40%
hcDAF-12 act – H. contortus DAF-12 nuclear receptor activators, primary screen, cell-based, luminescence, HEK293, lit1-tk-luc reporter; HEK293 hcDAF-12 lit1-tk-luc reporter; 0% DMSO, 100% Δ7-dafachronic acid; activation, % at 6.8 µM; hit rate 1.4% among 370,000; AID 652067, 2013;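 active = activation above the mean of all tested compounds plus 3 SD, cut at about 5.5% in these data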;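 also: 100% = response to 3 µM Δ7-dafachronic acid high control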
ADAM17 inh – ADAM17 inhibitors, primary screen, biochemical, QFRET. recombinant ADAM17, EDANS/DABCYL FRET peptide cleavage. inhibition, % at 6.95 µM. hit rate 0.83% among 370,000;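 active = inhibition above the mean of compounds lying between control limits plus 3 SD, set per campaign, cut at about 8.5% in these data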;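 also: 0% = DMSO-only wells as the low control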
Target sequence (P78536 215-824 limits assumed): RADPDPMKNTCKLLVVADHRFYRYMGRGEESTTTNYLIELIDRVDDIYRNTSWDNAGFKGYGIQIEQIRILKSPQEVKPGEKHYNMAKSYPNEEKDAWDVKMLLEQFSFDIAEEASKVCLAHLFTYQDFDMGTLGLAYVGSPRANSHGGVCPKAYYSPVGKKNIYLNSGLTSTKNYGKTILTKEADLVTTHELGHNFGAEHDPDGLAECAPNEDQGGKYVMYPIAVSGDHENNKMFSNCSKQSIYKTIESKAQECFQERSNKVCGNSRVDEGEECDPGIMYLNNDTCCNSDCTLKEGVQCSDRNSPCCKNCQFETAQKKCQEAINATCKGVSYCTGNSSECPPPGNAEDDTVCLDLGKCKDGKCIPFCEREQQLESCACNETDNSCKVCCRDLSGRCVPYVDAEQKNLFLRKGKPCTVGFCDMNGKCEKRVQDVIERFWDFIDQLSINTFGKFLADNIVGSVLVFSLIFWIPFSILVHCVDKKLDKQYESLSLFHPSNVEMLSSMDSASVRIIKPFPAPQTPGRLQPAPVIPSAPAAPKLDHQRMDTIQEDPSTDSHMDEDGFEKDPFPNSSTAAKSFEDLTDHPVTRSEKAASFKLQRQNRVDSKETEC
An asterisk follows results filed as active; i = inactive; . = no result given. Compounds were not picked by outcome (roughly 6.8% active in at least one column).

canonical_smiles	hgDAF-12 ag	DAX1 inh-1	ssDAF-12 act	ADAM10 inh	FXN GAA850 act	DAX1 inh-2	PG9 binder	SMARCA2 act	NPR1 activator	hcDAF-12 act	ADAM17 inh
COc1ccc(NC(=O)CCNS(=O)(=O)c2ccc3c(c2)CC(C)N3C(C)=O)cc1 (stereo not given)	0.0	-0.6	-0.6	-9	-0.1	-0.3	0.6	0	-3	-1.3	-5
C#CCOCCOCCOCCNc1nc(N2CCN(C(=O)C([C@@H](C)CC)n3cc(C(N)CC(C)C)nn3)CC2)nc(N2CCN(C(=O)[C@H](CCC(=O)O)n3cc(C(N)[C@H](C)CC)nn3)CC2)n1 (stereo not given in full)	-0.4	0.8	-0.6	-7	-0.3	-0.6	-0.5	2	1	-2.1	-1
COc1ccc(C(=O)NC2CCN(S(=O)(=O)c3ccccc3F)CC2)cc1	1.4	-0.8	-1.7	-2	1.1	-0.5	-0.8	-1	1	-2.5	-4
N#CC1=C(N)C(C#N)(C#N)C(c2ccc[nH]2)C2CCCC=C12 (stereo not given)	2.5	-0.3	-1.4	-78	2.7	0.2	-2.0	0	.	0.1	-23
COc1ccc(CN2CCNC(=O)C2CC(=O)NC2CCCC2)c(C)c1C (stereo not given)	1.8	-0.1	-0.7	-13	1.2	0.4	-0.7	-1	5	-0.2	-5
OCC1(Cc2ccccc2)CCCN(Cc2cnn(-c3ccccc3)c2)C1 (stereo not given)	-2.2	-0.1	-0.4	-4	-0.3	-0.1	-1.3	0	-6	-1.0	-1
CCCCn1c(=NC(=O)c2ccco2)c(C(=O)OCC)cc2c(=O)n3cccc(C)c3nc21	6.9	1.8	-1.6	i	3.6	0.4	2.7	6	10	-0.1	i
C/C(N)=C(/C#N)C(=O)CSc1nnc(Nc2ccccc2)s1	15*	0.7	-0.8	1	3.2	2.5	-0.8	5	-4	3.5	0
COc1ccccc1C(=O)NCCN1CCCC1	-4.4	1.3	-0.5	-13	-0.7	-0.5	-1.4	-1	3	-0.9	-7
CC(C)CN1CCN(Cc2cccn2-c2cccnc2)CC1CCO (stereo not given)	3.3	-0.8	-0.6	-11	-0.8	0.4	-1.0	-5	2	0.8	-8
CC1CCN(C(=O)c2[nH]cnc2C(=O)N2CCN(c3ccccc3)CC2)CC1	0.2	0.9	-1.4	-9	1.0	-0.1	-0.6	2	4	-0.2	-2
Cc1[nH]c(=O)c(S(=O)(=O)c2ccccc2)c(C)c1Cl	-1.0	0.2	-1.3	-22	3.2	-0.1	-0.8	-2	11	-1.0	-8
Cc1nnc(NN)n(N)c1=O	-0.2	.	-0.8	-2	-0.1	-0.6	-2.5	-2	3	-0.8	-2
O=C(CCC(=O)Nc1ccccc1)N/N=C/c1cccnc1	-2.0	-0.1	-0.7	-11	0.6	0.5	-2.2	0	1	3.5	0
CC(C)c1ccc(-c2csc3ncnc(N4CCN(C)CC4)c23)cc1	0.1	-0.4	-1.5	-4	-2.3	-0.6	-0.1	-3	-3	-4.8	-2
Cc1cc(Cl)ccc1NC(=O)CN1C(=O)NC2(CCCc3ccccc32)C1=O (stereo not given)	0.3	0.3	-0.7	-12	0.8	-4.3	1.0	-1	1	-1.6	-2
CC(=O)NCC(=O)NNC1CC(=O)N(c2cccc(Cl)c2)C1=O (stereo not given)	-0.9	1.4	-0.9	1	4.1	-0.2	0.5	-5	-3	1.6	-3
Cn1c(SCC(=O)Nc2ccccc2)nnc1C(F)(F)F	-2.2	2.8	-1.0	1	1.4	-0.1	-1.8	-3	6	-2.4	3
CCOc1ccc2c(c1)sc(N)[n+]2Cc1cc(C)cc2cccnc12	0.1	-0.7	-1.3	8	-6.5	-2.8	-1.7	-3	-33	-1.2	3
COc1ccc(Cl)cc1NC(=O)N1CCN(c2ccccc2OC)CC1	-0.2	2.4	-1.5	-5	-0.8	-0.5	0.5	-3	-2	-2.5	-3
O=C(NCC1CCCO1)c1ccccc1OCc1ccc(Cl)cc1 (stereo not given)	0.0	-0.4	-1.3	0	-0.3	-0.9	2.0	-2	4	-2.1	-2
CCOc1ccc2[nH]cc(C(=O)NCCc3ccccc3)c(=O)c2c1	-0.1	-2.7	-1.5	-6	1.4	-1.1	-0.8	-2	1	-2.7	-3
COc1ccc(/C=C2\SC(=S)N(CC(=O)OCC(=O)Nc3ccc([N+](=O)[O-])cc3OC)C2=O)cc1	4.6	0.3	-0.5	0	3.2	-0.5	-2.3	-1	4	0.7	-2
Cc1ccc(S(=O)(=O)N2CCN(C(=O)COC(=O)c3nc(Cl)ccc3Cl)CC2)c(C)c1	0.2	1.1	-0.8	-6	0.3	-0.7	1.8	-3	-1	-0.6	-2
C=CCNC(=O)N1CCN(Cc2nc3ccccc3c(=O)[nH]2)CC1	1.9	.	-1.1	-8	.	0.3	.	-2	-3	0.0	0
NNC(=S)Nc1c(Br)cc(F)cc1Br	-0.2	0.5	-0.7	1	0.6	0.3	0.1	-5	7	-1.3	-4
COc1ccc2[nH]cc(CCNC(C)=O)c2c1	3.2	0.0	-1.2	5	-0.1	1.7	-0.9	-4	4	0.5	1
N#C/C(=C\N1CCCCC1)S(=O)(=O)c1ccc(Cl)cc1	-3.6	.	-1.2	1	-0.9	-0.5	-1.7	-2	-1	3.5	0
COc1ccccc1CCC(=O)NNC(=O)c1cccs1	-0.3	0.2	-1.1	1	-1.3	0.0	1.9	-5	2	0.2	-5
COc1ccc(Nc2nnc(SCC3CCCCO3)s2)cc1 (stereo not given)	2.4	2.8	-1.6	15	1.4	0.5	0.2	0	0	2.5	-2

Single records, as listed above. Values in the order: hgDAF-12 ag	DAX1 inh-1	ssDAF-12 act	ADAM10 inh	FXN GAA850 act	DAX1 inh-2	PG9 binder	SMARCA2 act	NPR1 activator	hcDAF-12 act	ADAM17 inh
`COc1ccc2[nH]cc(CCNC(C)=O)c2c1` in the list: 3.2	0.0	-1.2	5	-0.1	1.7	-0.9	-4	4	0.5	1
`O=C(CCC(=O)Nc1ccccc1)N/N=C/c1cccnc1` in the list: -2.0	-0.1	-0.7	-11	0.6	0.5	-2.2	0	1	3.5	0

(more compounds)
canonical_smiles	hgDAF-12 ag	DAX1 inh-1	ssDAF-12 act	ADAM10 inh	FXN GAA850 act	DAX1 inh-2	PG9 binder	SMARCA2 act	NPR1 activator	hcDAF-12 act	ADAM17 inh
O=S(=O)(NCCN1CCOCC1)c1cc(Cl)ccc1Cl	-0.2	-0.2	-1.5	-1	1.5	-0.1	-1.5	-1	1	-1.4	-2
Cc1n[nH]c(C)c1S(=O)(=O)N1CCN(c2ccccn2)CC1	0.3	-0.5	-1.3	-10	-0.7	-0.1	-0.8	1	0	-0.5	1
COc1ccc(CC(=O)NCC2(c3ccc(OC)c(OC)c3)CCOCC2)cc1	-1.2	0.2	-1.4	0	2.6	-0.2	0.3	-3	2	-0.9	-4
O=C(O)/C=C/C(=O)Nc1ccccc1-c1ccccc1NC(=O)/C=C/C(=O)O	1.2	-1.5	-1.5	-2	-1.6	-0.2	0.4	-2	3	-2.1	2
O=C(N/N=C/c1ccc(OCC(=O)N2CCCCC2)cc1)c1ccccc1	5.0	0.6	-1.3	-1	2.9	0.9	0.5	2	2	-1.1	0
CCCCOCC1CN(CCCC)S(=O)(=O)c2c(cccc2N2CCCC2)O1 (stereo not given)	-1.2	.	-0.9	-11	.	-1.2	-0.5	0	-5	0.3	-2
O=C(Cc1ccccc1)Nc1ccc(C(=O)NCC2COc3ccccc3O2)cc1 (stereo not given)	-2.5	0.0	-0.3	2	2.0	-1.4	-1.2	-3	-1	-0.3	-2
CC(=NNC(=O)c1ccc2nc[nH]c2c1)c1ccc(Br)cc1	2.6	0.9	-0.9	-6	0.5	0.5	2.1	2	-1	-1.8	-2
CCc1ccccc1NC(=O)C(Cc1ccccc1)c1nn[nH]n1 (stereo not given)	-0.2	-0.1	-1.1	-2	2.5	-0.5	-2.2	0	0	-1.3	-6
O=C(NC1CCCCC1)C(c1ccco1)N(C(=O)c1csnn1)c1cccc(Cl)c1 (stereo not given)	-0.1	0.8	-1.3	-2	-1.3	-0.3	0.5	-3	-5	-1.3	-5
CCN(CC)S(=O)(=O)c1ccc(N2CCCC2)c(NS(=O)(=O)c2ccc(F)cc2)c1	1.3	0.2	-1.8	3	3.2	-0.6	-3.2	-2	-3	-1.4	-3
CCCCCCCCN1C(=O)[C@@H](CC(=O)NCc2cccc3ccccc23)C[C@@]2(C(=O)OC)C1=C[C@H](C1CCCC1)O[C@@H]2C	0.3	.	-0.2	-9	.	-0.4	1.0	-5	0	1.0	0
Cc1cc(C)cc(C(O)c2ncc(-c3cccc(C(F)(F)F)c3)[nH]2)c1 (stereo not given)	-2.4	.	-0.9	12	-1.4	0.4	0.2	-4	-7	-0.8	7
CN(C)S(=O)(=O)c1ccc(Cl)c(NC(=O)COc2ccccc2[N+](=O)[O-])c1	-1.4	0.7	0.9*	3	-1.8	-0.8	-1.7	1	0	-1.2	1
CC(=O)n1cc([C@H]2C=C(C(=O)N3CCN(Cc4ccccc4)CC3)O[C@@H](OCc3ccc(CO)cc3)C2)c2ccccc21	-2.7	-2.5	-1.5	10	-1.1	-0.3	0.4	1	-7	-1.8	5
CC1(C)O[C@@H]2[C@H](O1)[C@@H](COS(=O)(=O)O)O[C@H]2n1cc(Br)c(=O)[nH]c1=O	1.1	-0.1	-0.7	-5	-2.0	0.1	-0.7	0	3	-1.1	-2
CCc1nc2ccc(C(=O)NCc3ccc(OC)cc3)cn2c1N(C)Cc1ccc(OC)cc1	-3.2	.	-1.7	6	-3.7	-0.8	1.1	-5	12	-2.1	4
Cc1ccc(-n2c(SCC(=O)Nc3cccc(S(=O)(=O)NC4=NCCCCC4)c3)nc3ccccc3c2=O)cc1C	0.1	-0.8	-1.4	13	-4.7	-0.9	0.0	-2	5	2.0	6
CC(C)[C@H](NC(=O)c1ccccc1Cl)C(=O)OCC(=O)Nc1ccc(S(=O)(=O)N2CCOCC2)cc1	-3.4	-0.3	0.6	2	-0.4	-0.7	2.2	-2	3	0.7	-5
COc1cccc(CNC(=O)CCCSc2ccccc2)c1	1.1	0.7	-1.0	-8	-1.8	0.2	1.6	-1	4	-0.1	-1
CSc1ccc(CN(C)C(=O)c2cc(S(=O)(=O)NCc3ccccc3)ccc2C)cc1	-6.8	-2.5	-2.3	9	-0.6	-7.5	1.9	-5	-5	-4.0	5
